High-throughput results deposited in PubChem by several laboratories.
CIT2-GFP yeast: yeast TOR pathway CIT2-GFP modulation; GFP response vs DMSO, % at 10 µM; 320,000 tested, 0.065% active; S. cerevisiae CIT2-GFP strain, flow cytometry, 3 h; 100 means same as DMSO wells; AID 2029;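 active = GFP response relative to DMSO above a set limit, near the screen mean plus 3 SD, cut at about 150% in these data; inconclusive = Fewer than 70 cells measured for a yeast strain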;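 note: ratio of well median GFP fluorescence to mean of DMSO wells on the plate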
RPL19A TOR yeast: alters RPL19A-GFP fluorescence in TOR pathway yeast screen. 330,000 tested, 0.3% active. percent response vs DMSO, % at 10 µM. S. cerevisiae RPL19A-GFP strain, flow cytometry, 3 h; hits give low values;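 active = percent response vs DMSO below 50%; inconclusive = fewer than 70 events counted for the yeast strain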;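 note: median channel GFP fluorescence of the barcoded RPL19A-GFP strain; ratio of sample median GFP to plate DMSO average so 100% = DMSO; lower means less RPL19A-GFP as with rapamycin TOR inhibition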
LAP4 TOR yeast: modulators of TOR pathway LAP4-GFP in S. cerevisiae. S. cerevisiae LAP4-GFP multiplex, flow cytometry GFP, 3 h; median GFP as percent of DMSO wells. GFP response vs DMSO, % at 10 µM. 320,000 tested, 0.34% active;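 active = GFP response vs DMSO above a set limit, about the screen mean plus 3 SD, cut at about 150% in these data; inconclusive = under 70 cell events counted for the yeast strain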
proCasp7 act: counter-screen for procaspase-3 activators: activators of human procaspase-7; recombinant procaspase-7, Ac-DEVD-pNA absorbance 405 nm; D23A/D198A/D206A triple mutant, cannot self-cleave; scale: DMSO 0, 5 µM enzyme 100; activation, % at 8.5 µM; 330,000 tested, 0.093% active; AID 463210;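 active = percent activation above the screen-wide mean plus 3 SD, cut at about 25% in these data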
Target sequence (P55210 whole entry D23A/D198A/D206A): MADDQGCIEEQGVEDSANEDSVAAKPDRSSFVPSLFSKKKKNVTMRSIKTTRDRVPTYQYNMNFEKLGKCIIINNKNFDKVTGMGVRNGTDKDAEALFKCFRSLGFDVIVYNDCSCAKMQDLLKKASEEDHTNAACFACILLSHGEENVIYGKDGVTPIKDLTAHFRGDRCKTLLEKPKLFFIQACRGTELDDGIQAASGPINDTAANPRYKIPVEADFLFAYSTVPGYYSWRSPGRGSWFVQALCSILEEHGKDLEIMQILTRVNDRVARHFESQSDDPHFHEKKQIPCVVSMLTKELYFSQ
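Replicates: singlicate. Assay system: Procaspase-7 triple mutant (PC-7 D3A). Signal: 405 nm absorbance of p-nitroaniline. Times: 1 h preincubation, 2 h reaction. Buffer or medium: Zinc-free HEPES pH 7.4 with 300 mM NaCl, 0.01% Triton X-100. Also added: DEVD-pNA substrate. Benchmarks: DMSO wells as 0%, DMSO with 5 µM added PC-7 as 100%.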
AGP1-GFP MLPCN: alters AGP1-GFP fluorescence in TOR pathway yeast screen | S. cerevisiae AGP1-GFP multiplex flow cytometry, 3 h; GFP as percent of DMSO wells | GFP response vs DMSO, % at 10 µM | 320,000 tested, 0.02% active;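 active = GFP response relative to DMSO above a set limit, near screen average plus 3 SD, cut at about 150% in these data; inconclusive = fewer than 70 cells counted for the yeast strain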;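 note: median GFP channel fluorescence of the gated AGP1 strain per well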
AHR activator: human AHR activation. P35869. AID 2796. AHR-responsive luciferase reporter cells, luminescence. activation, % at 5 µM. 320,000 tested, 2.5% active; in the data active = activation above about 47%;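 note: 0% = vehicle wells and 100% = reference agonist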
Target sequence (P35869 whole entry, looked up): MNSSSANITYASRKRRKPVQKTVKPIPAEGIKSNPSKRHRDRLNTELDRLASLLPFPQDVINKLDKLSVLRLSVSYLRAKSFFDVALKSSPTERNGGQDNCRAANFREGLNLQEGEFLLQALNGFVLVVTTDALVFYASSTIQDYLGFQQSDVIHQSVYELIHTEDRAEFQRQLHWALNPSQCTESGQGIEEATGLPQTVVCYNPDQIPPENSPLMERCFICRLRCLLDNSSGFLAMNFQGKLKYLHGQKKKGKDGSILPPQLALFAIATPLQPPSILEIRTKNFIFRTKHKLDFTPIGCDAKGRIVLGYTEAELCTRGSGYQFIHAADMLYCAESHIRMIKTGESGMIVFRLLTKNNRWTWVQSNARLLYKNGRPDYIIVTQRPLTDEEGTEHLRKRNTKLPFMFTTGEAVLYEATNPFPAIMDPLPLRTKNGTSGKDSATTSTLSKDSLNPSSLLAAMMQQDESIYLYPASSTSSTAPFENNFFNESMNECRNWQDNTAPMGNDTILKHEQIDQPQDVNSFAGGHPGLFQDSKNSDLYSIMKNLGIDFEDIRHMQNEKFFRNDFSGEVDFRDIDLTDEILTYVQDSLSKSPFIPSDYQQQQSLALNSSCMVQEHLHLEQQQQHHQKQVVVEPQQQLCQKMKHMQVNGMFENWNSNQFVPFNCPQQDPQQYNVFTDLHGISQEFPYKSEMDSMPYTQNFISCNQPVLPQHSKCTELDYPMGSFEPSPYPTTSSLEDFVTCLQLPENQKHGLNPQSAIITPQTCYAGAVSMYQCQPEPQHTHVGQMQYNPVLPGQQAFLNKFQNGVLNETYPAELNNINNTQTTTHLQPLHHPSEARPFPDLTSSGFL
proCasp3 act: activates human procaspase-3; activation, % at 8.5 µM; recombinant procaspase-3 D3A, Ac-DEVD-pNA absorbance 405 nm; 330,000 tested, 0.11% active; P42574;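 active = activation above the mean of all tested compounds plus 3 SD, cut at about 21% in these data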;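 note: 0% = DMSO alone and 100% = DMSO wells spiked with extra 5 µM PC-3 D3A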
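Assay system: Autoprocessing-dead procaspase-3 D3A mutant enzyme; also added: Ac-DEVD-pNA; doses: one concentration, 8.5 µM nominal, 0.8% DMSO; times: 1 h compound preincubation, 2 h substrate hydrolysis at 25 °C; technique: 405 nm absorbance of p-nitroaniline, reads at 0 and 120 min; measure: % activation between DMSO and enzyme-spiked controls; repeats: single replicate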
MEP2-GFP yeast: modulators of TOR pathway MEP2-GFP in S. cerevisiae | S. cerevisiae MEP2-GFP strain, flow cytometry GFP, 3 h; 100% = DMSO control level | GFP response vs DMSO, % at 10 µM | 330,000 tested, 0.51% active | AID 2016;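 active = GFP response versus DMSO above a set limit, roughly screen mean plus 3 SD, cut at about 180% in these data; inconclusive = fewer than 70 cells counted for a yeast strain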;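 note: median GFP fluorescence of the barcode-gated MEP2-GFP cells per well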
Starred values were filed as active, the others as inactive; ? = inconclusive; . = no result given; [ ] = remark or other dose.

canonical_smiles,CIT2-GFP yeast,RPL19A TOR yeast,LAP4 TOR yeast,proCasp7 act,AGP1-GFP MLPCN,AHR activator,proCasp3 act,MEP2-GFP yeast
Cc1ccc(C23CC4CC(CC(C(=O)NC(C)C(=O)O)(C4)C2)C3)cc1 (configuration not stated),89,99,89,10,87,7,11,105
Cc1ccc(NC(=O)Cn2cnc([N+](=O)[O-])c2)cc1C,94,96,94,-4,95,13,0,92
Cc1ccc(C(=O)OC/C(O)=C(\C#N)c2nc3ccccc3[nH]2)cc1S(=O)(=O)N1CCOCC1,115,110,98,-1,110,18,-2,83
CCn1c(=O)c(C(=O)NNC(=O)c2ccccc2Br)c(O)c2ccccc21,96,103,102,-12,105,9,3,96
COc1ccc(S(=O)(=O)N(CC(=O)O)c2ccccc2)cc1,96,95,98,1,97,-1,0,98
Nc1nc(SCC(=O)c2cc3ccccc3o2)n[nH]1,103,104,100,-11,114,14,0,102
COCCCNc1ccnc2c(Cl)cccc12,?,60[may fluoresce violet],84[may fluoresce violet],6,.,6,-4,182*[may fluoresce violet]
CN(C)C(=O)N1CCNCC1,98,100,112,7,104,-2,-1,98
CC(C)(C)OC(=O)N[C@@H](Cc1ccccc1)C(=O)N1CCC(C(=O)NCC(=O)O)CC1,90,98,94,1,87,0,6,97
CCN1CCN(c2ccc(NC(=O)Cc3ccccc3)cc2)CC1,77,89,88,-1,84,45,-2,81
CC1(c2ccc(OC(F)F)cc2)NC(=O)N(CC(=O)NC2CCCCC2)C1=O (configuration not stated),97,100,100,-4,105,0,3,104
CC(Oc1ccccc1Cl)C(=O)N1CCCN(C)CC1 (configuration not stated),103,103,96,-2,99,-1,-12,101

Remaining list, next part:
canonical_smiles,CIT2-GFP yeast,RPL19A TOR yeast,LAP4 TOR yeast,proCasp7 act,AGP1-GFP MLPCN,AHR activator,proCasp3 act,MEP2-GFP yeast
CCN(CC)CCn1c2c(c(SCC(=O)Nc3nc4ccccc4s3)nc1=O)CCCC2,102,105,116,8,107,5,5,101
CCOC(=O)C(=O)N(Nc1ccc(C)cc1)c1ccc(C)cc1,.,94,.,-3,.,14,1,93
CCOC(=O)CC1C(=O)NCCN1C(=O)NC1CCCCC1 (configuration not stated),93,.,92,0,92,-4,1,96
Nn1c(-c2cccs2)nc2sc3c(c2c1=O)CCCC3,92,98,99,-1,93,58*,1,98
O=C(NCc1ccccc1)c1ccc2c(=O)n(CCCN3CCCC3=O)c(=S)[nH]c2c1,.,95,103,-1,99,3,5,96
CN(CC(=O)Nc1ccc(C#N)cc1)Cc1ccc(Cl)cc1,100,102,101,5,106,1,-2,104
Cc1cccc(NC(NC(=O)c2ccccc2[N+](=O)[O-])C(Cl)(Cl)Cl)c1 (configuration not stated),64,84,103,-3,93,6,1,128
O=C(CC1(CC(=O)N2CCOCC2)CCCC1)Nc1ccc(F)cc1,91,98,95,-6,95,3,3,97
CC(=O)OC/C=C(\C)CCC=C(C)C,106,100,100,0,99,1,6,100
CCC(c1nnnn1Cc1ccco1)N(CCc1ccccc1)Cc1cc2cccc(C)c2[nH]c1=O (configuration not stated),97,100,101,-2,103,19,-6,103
Cc1cc(/C=C(\C#N)C(=O)Nc2ccccc2)c(C)n1-c1ccc(C(=O)O)cc1,112,107,103,10,104,-6,7,109
C[C@@H]1CN([C@H](C)CO)C(=O)c2cc(NC(=O)Nc3ccc(C(F)(F)F)cc3)ccc2O[C@H]1CN(C)S(=O)(=O)c1ccc(Cl)cc1,108,106,104,6,105,5,8,108

Additional compounds follow.
canonical_smiles,CIT2-GFP yeast,RPL19A TOR yeast,LAP4 TOR yeast,proCasp7 act,AGP1-GFP MLPCN,AHR activator,proCasp3 act,MEP2-GFP yeast
CCN(CC)CCNC(=O)c1ccc(NC(=O)c2cc(-c3ccco3)nc3ccccc23)cc1,100,103,96,3,99,-2,3,103
CC1CCN(C(=O)C2CCN(c3nnc(-n4cccc4)s3)CC2)CC1,97,94,98,7,92,-2,2,94
CC(NS(=O)(=O)c1ccc(Br)cc1)C(=O)NCC1CCCO1 (configuration not stated),116,108,99,-9,104,-1,2,110
CCC(C)N1CC(=O)N2Cc3[nH]c4ccccc4c3C[C@H]2C1=O (some centres not stated),110,112,99,3,106,-1,1,111
CC(=O)CSc1nc2ccc(Nc3nc(N4CCOCC4)nc(N4CCOCC4)n3)cc2s1,104,110,103,1,103,-3,1,109
CC(=O)Nc1ccc(S(=O)(=O)NCC(=O)OCC(=O)NC23CC4CC(CC(C4)C2)C3)cc1,103,106,92,3,102,1,3,106
CC(C)(Oc1ccc(Cl)cc1)C(=O)OCn1nnc2ccccc2c1=O,108,104,125,-6,111,-2,0,93
O=C(Nc1nccs1)c1cc(N2CCOCC2)nc2ccccc12,103,95,110,-7,29,76*,-16,115
CCOCCn1c(CN2CCN(C(c3ccccc3)c3ccccc3)CC2)nc2c1c(=O)n(C)c(=O)n2C,99,101,87,-1,101,-2,5,99
OC(CNCc1ccc2c(c1)OCO2)COc1ccc(F)cc1 (configuration not stated),100,102,105,0,111,4,-4,97
CSc1nc(=O)n2cccc(C)c2n1,99,98,92,-3,98,-2,4,96
Cc1noc(C)c1COC(=O)c1cc(C)n(-c2ccccc2)c1C,93,102,105,6,97,1,7,110

(continued)
canonical_smiles,CIT2-GFP yeast,RPL19A TOR yeast,LAP4 TOR yeast,proCasp7 act,AGP1-GFP MLPCN,AHR activator,proCasp3 act,MEP2-GFP yeast
COCCn1c(N)c(C(=S)NC(=O)c2cccs2)c(=O)[nH]c1=O,94,100,99,-11,93,15,-1,103
CCOC(=O)c1c(-c2ccccc2)nnn1-c1nc(OCC)nc(N2CCCCC2)n1,105,102,95,6,104,-1,10,102
O=C(Nc1ccccc1)Nc1ccc(Cl)c(S(=O)(=O)N2CCOCC2)c1,107,93,108,14,108,9,4,110
O=C(Nc1ccc2c(c1)CCC2)C1CCCO1 (configuration not stated),97,98,102,1,93,5,-9,102
COc1ccc(/C=C/C(=O)NCCc2nc3ccccc3[nH]2)cc1,.,105,.,6,.,10,-2,103
Cc1csc(NC(=O)CSc2nnc(-c3ccoc3C)n2CCc2ccccc2)n1,92,96,97,-6,97,6,4,106
CCCNC(=O)C1CCN(S(=O)(=O)c2c(C)noc2/C=C\c2ccc(OC)cc2)CC1,94,98,100,1,94,1,-2,98
Cc1ccc(C)c2[nH]c(=O)c(CCNC(=O)c3ccc(S(=O)(=O)N(C)C)cc3)cc12,98,99,99,-5,102,-3,-3,107
O=c1ccc(-c2nc3cc(Cl)ccc3n2Cc2ccccc2)c[nH]1,96,99,111,0,110,10,3,95
CN(CC(=O)N(CCO)Cc1ccccc1)S(=O)(=O)c1ccc2c(c1)c(=O)n(C)c(=O)n2C,98,101,96,3,99,-2,2,110
c1cncc(-c2noc(-c3cccc4ccccc34)n2)c1,97,101,106,-4,98,59*,-1,107
Cc1ccc(Nc2nnc(SCC(=O)c3ccc(Br)s3)s2)c(C)c1,95,100,96,-16,92,60*,-6,100

Next section.
canonical_smiles,CIT2-GFP yeast,RPL19A TOR yeast,LAP4 TOR yeast,proCasp7 act,AGP1-GFP MLPCN,AHR activator,proCasp3 act,MEP2-GFP yeast
CCCCC(CCC(=O)Nc1nccs1)C(=O)O (configuration not stated),104,100,93,-3,98,0,3,102
O=C(NCCCN1CCOCC1)c1ccc(Cl)c([N+](=O)[O-])c1,.,104,.,-1,.,-2,-14,96
CCOc1ccc(NC(=O)NNC(=O)c2cccnc2)cc1,105,100,74,-2,96,1,-3,89
CCCn1nnnc1NCc1cccn1C,112,103,104,-11,108,-3,5,108
N#Cc1cnn(-c2cccc(Cl)c2)c1N,111,110,107,9,113,2,-1,113
CSc1ccc(C(=O)C2CCCN(C(=O)c3cccnc3SC)C2)cc1 (configuration not stated),102,121,104,6,103,1,7,111
Cn1cccc1-c1nc2ccc(NC(=O)c3cccs3)cc2[nH]1,91,99,91,-2,97,-9,-8,102
CCc1ccc(NC(=O)CSc2nc(=O)n(CCCN(C)C)c3c2CCC3)cc1,101,96,106,10,101,2,9,92
[O-][n+]1c2c(nn1-c1ccccc1)/C(=N/O)CCC2,98,101,94,-6,104,1,-5,99
COc1ccc(S(=O)(=O)N(C)CC(=O)NC2CCCCC2)cc1OC,99,95,95,5,97,1,2,100
O=C(O)CSc1nnc(-c2ccncc2)n1C1CCCCC1,100,108,109,-18,105,0,-12,111
COc1cccc(CSc2nc3ccccc3[nH]2)c1,95,106,97,-4,92,2,-3,105

The list continues:
canonical_smiles,CIT2-GFP yeast,RPL19A TOR yeast,LAP4 TOR yeast,proCasp7 act,AGP1-GFP MLPCN,AHR activator,proCasp3 act,MEP2-GFP yeast
CN(C)c1cccc(C(=O)NNC(=O)CSc2ccccc2)c1,104,106,96,-7,99,5,4,104
O=C(/C=C/c1ccc(Cl)cc1)N1CCN(c2ccccn2)CC1,95,99,100,8,97,11,8,101
O=C(CSc1ccc([N+](=O)[O-])cn1)Nc1ccc(N2CCOCC2)cc1,89,100,111,10,106,2,0,91
COc1cc(/C=C2\C(=N)N3N=C(S(C)(=O)=O)SC3=NC2=O)ccc1OC(=O)c1ccco1,113,104,81,-2,103,1,8,107
O=C(NC1CCN(S(=O)(=O)c2ccccc2)CC1)c1ccccc1,98,98,87,6,92,-2,-4,101
NS(=O)(=O)c1ccc(CCNC(=O)CNC(=O)COc2ccccc2)cc1,110,111,101,2,102,2,-1,110
O=C(O)c1ccccc1SCc1cn2cc(Br)ccc2n1,106,99,87,-9,96,8,1,99
CCN(C(=O)CSc1nnc(Nc2cccc(C)c2C)s1)C1CCS(=O)(=O)C1 (configuration not stated),98,99,88,8,94,2,3,97
COc1ccccc1-n1c(SCC(=O)Nc2cccc3ccccc23)nc(O)cc1=O,102,97,91,12,97,1,0,93
Cc1cccc(-c2oc3ccc(-c4ccc5c(c4)OCO5)cc3c2C(=O)OCc2ccc(O)cc2)c1,75,98,136,12,85,2,16,98
Nc1nccc(-c2cc(-c3ccc(Cl)cc3Cl)no2)n1,93,94,103,6,92,-8,-3,96
Cc1ccc2nc(SCC(=O)N3CCCC3)nc(=O)n2c1,94,100,108,8,108,0,-7,99

More results:
canonical_smiles,CIT2-GFP yeast,RPL19A TOR yeast,LAP4 TOR yeast,proCasp7 act,AGP1-GFP MLPCN,AHR activator,proCasp3 act,MEP2-GFP yeast
CCCCCc1c(C)nc(SCC(=O)O)[nH]c1=O,111,99,102,4,102,2,0,100
Cn1cc(-c2ccccc2C(=O)O)c(=O)c2cc(Cl)ccc21,97,103,87,0,96,11,4,106
Cc1ccc(C)c(N2CCN(S(=O)(=O)c3ccc4c(c3)oc(=O)n4C)CC2)c1,.,91,91,8,92,1,-9,93
COc1cc([N+](=O)[O-])ccc1NC(=O)CSc1n[nH]c(C(C)C)n1,105,104,100,9,103,6,-7,98
COc1cc(C(=O)NCC(C)C)c([N+](=O)[O-])cc1OC,105,103,102,-5,105,-2,0,105
Cc1ccc(/C=N/N2CCN(Cc3ccccc3)CC2)s1,102,96,104,1,100,1,2,105
COc1ccccc1S(=O)(=O)Cc1ccc(C(=O)NCCCN2CCN(c3ccc(F)cc3)CC2)o1,100,100,98,2,100,2,10,101
CCCSCCCNC(=O)c1ccc(NC(=O)C2=CSCCO2)cc1,111,97,104,-4,103,1,4,104
